Screens as filed in PubChem.
Akt phos inh: inhibitors of Akt phosphorylation; Neuro2A IGF-stimulated pAkt S473 HTRF, 20 min; active compounds read low; activity change, % for hits at 50 µM; hit rate 0.32% among 360,000; AID 651550; in the data active = activity change below about -80%; inconclusive = mostly about -51% to -80%; note: % is set by controls: 0 for no effect and ±100 for the full control effect
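Single-point screen (50 µM final compound) in Neuro2A cells stimulated 20 min with 6 nM IGF at 37 deg C. After lysis, Ser473-phosphorylated Akt read by HTRF (ex 330 nm, em 615/665 nm) as the 665/615 ratio.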
Nrf2 inh: Nrf2 pathway inhibition; Potency, µM (series often up to 46 µM), for inactives: top-dose activity change, negative = inhibition, usual class: inhibitors; hit rate 2.1% among 360,000; A549 ARE-Fluc reporter, luciferase luminescence, 18-24 h; note: potency is the fitted concentration of half-maximal effect; % is set by controls: 0 for no effect and ±100 for the full control effect; nearly all actives have a fitted effect of over 60% in size
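Concentration-response testing used A549 ARE_Fluc cells at 5000 cells/well. Following an 18-24 h compound incubation, viability was read by fluorescence (Ex 405/Em 525) and luciferase output by luminescence.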
Nrf2 ARE act: Nrf2 pathway activation. hit rate 0.31% among 410,000. AREc32 ARE-luciferase reporter (MCF7-derived line), luminescence, 24 h. Potency, µM (titrated, usually from 46.1 µM), inactives show at the top dose activation, usual class: activators; note: potency is the fitted concentration of half-maximal effect; % of control where 0% means no effect; nearly all actives have a fitted effect of over 65% in size
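Quantitative high-throughput format: AREc32 reporter cells, 1000 per well, received compound by pin transfer and were incubated 24 hr at 37 deg C, 5% CO2, before Steady-Glo luminescence detection.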
MmCpn inh: M. maripaludis TRiC chaperonin inhibition. hit rate 0.031% among 330,000. purified Mm-Cpn ATPase, ADP Transcreener TR-FRET. AID 504842. Potency, µM (titrated, usually from 76.9 µM), without a hit: at the highest dose activity, negative = inhibition, hits mostly inhibitors; note: potency is the fitted concentration of half-maximal effect; % is set by controls: 0 for no effect and ±100 for the full control effect; nearly all actives have a fitted effect of over 80% in size
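Reaction buffer contained 30 mM Tris pH 7.4, 100 mM KCl, 5 mM MgCl2 and 1 mM DTT. Mm-CPN (25 nM final) hydrolysed 10 uM ATP over 30 min at 37°C; ADP was read by HTRF.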
Abeta yeast res: compounds reversing amyloid beta toxicity in yeast; yeast expressing A-beta42, growth rescue, OD600, 48 h; response scale: 0% DMSO, 100% iron-clioquinol control; Potency, µM (series often up to 46.1 µM), for the others: at the top dose growth rescue, actives largely listed as activators; hit rate 0.063% among 410,000; AID 1347071; note: potency is the fitted concentration of half-maximal effect; nearly all actives have a fitted effect of over 55% in size
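Growth rescue measured by 600 nm absorbance after 48 h yeast culture at 30 C with compound. Values normalized between DMSO and an equimolar ferric chloride plus clioquinol control.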
TGFb inhibitor: blocks TGF-b signaling; hit rate 1.2% among 410,000; Potency, µM (titrated, usually from 46.1 µM), for inactives: at the top dose activity, negative = inhibition, actives largely listed as inhibitors; HepG2 CAGA-GFP TGF-b/SMAD3 reporter, GFP fluorescence, 18 h; TGF-beta stimulated, 500 pg/mL final; note: potency is the fitted concentration of half-maximal effect; % is set by controls: 0 for no effect and ±100 for the full control effect; nearly all actives have a fitted effect of over 65% in size
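HEPG2 CAGA-GFP, 1000 cells/well; 2 h settle, 37 C; cpd via pin tool; TGF-b 500 pg/mL final; 18 h, 37 C; GFP imaging ex488/em500-530; %Activity normalised to -TGF-b and +DMSO controls; CRC fit, curve class.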
A549 tox: kills or reduces viability of A549 cells in Nrf2 counter-screen; A549 ARE-Fluc cells, CellTiter-Fluor viability, 18-24 h; Potency, µM (doses to about 46 µM), for inactives: at the highest dose activity change, negative = cytotoxicity, actives largely listed as inhibitors; hit rate 0.16% among 390,000; AID 504648; note: potency is the fitted concentration of half-maximal effect; % is set by controls: 0 for no effect and ±100 for the full control effect
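Cytotoxicity counterscreen: CellTiter-Fluor fluorescence was measured in A549 ARE_Fluc cells after 18-24 h of compound exposure in a concentration series. The subsequent BugLite luminescent read reports ARE-luciferase activity.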
HepG2 tox: HepG2 cytotoxicity, counter-screen for TGF-b inhibitors. HepG2 CAGA-GFP viability, ATP luminescence, 18 h. Potency, µM (top dose mostly 46.1 µM), for inactives: at the top dose activity change, negative = cytotoxicity, actives largely listed as cytotoxic. hit rate 0.76% among 410,000; note: potency is the fitted concentration of half-maximal effect; some results filed as inactive show a strong effect at the top dose
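HepG2 CAGA-GFP cells (1000/well, DMEM with 1% FBS) received compound, then TGF-beta at 500 pg/mL final, and were incubated 18 hours at 37 degrees C. Viability was read by CellTiter-Glo luminescence. Media-only wells were set as complete cell-killing and DMSO as no toxicity.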
CCT chaperon mod: cytosolic chaperonin activity modulation. purified chaperonin ATPase assay, HTRF ADP detection, 30 min. activity change, % (concentration not given with the values), hits read low. hit rate 0.3% among 360,000. AID 651819; in the data active = activity change below about -30%; note: % is set by controls: 0 for no effect and ±100 for the full control effect
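ATPase activity: ADP formed was measured by HTRF Transcreener (665/615 nm ratio) after 30 min at 37 deg C with 10 uM ATP. Compounds screened at one 76 uM concentration against 40 or 20 nM TRiC in Tris pH 7.4/KCl/MgCl2/DTT buffer.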
Numbers without * were called inactive; i = inactive; ? = inconclusive; nt = not tested or not shown; & = joins results of further samples. Unless noted, calls come from the whole dose curve; as a rule, active = well fitted curve in the direction sought with a large enough effect; inconclusive = small, poorly fitted or top-dose-only effect, or another doubt; inactive = no such curve, though single readings can be large; an effect the other way counts as inactive or inconclusive.

cpd	canonical_smiles	Akt phos inh	Nrf2 inh	Nrf2 ARE act	MmCpn inh	Abeta yeast res	TGFb inhibitor	A549 tox	HepG2 tox	CCT chaperon mod
1	O=C(COC(=O)C1=COCCO1)Nc1cccc(S(=O)(=O)N2CCOCC2)c1	i	5.1%	-1.1%	-0.8%	2.0%	8.4%	-2.0%	20.7%	-3.9
2	O=C1NC(=O)C(c2ccccc2)(c2ccccc2)N1	i	35.6%&10.3%	2.4%&-0.9%	-0.8%	-12.2%&-11.5%	3.2%&-2.5%	4.6%&-5.3%	9.3%&5.7%	-0.8&0.4
3	O=C(NCc1cccc(CNC(=O)Nc2cccc(O)c2)c1)Nc1cccc(O)c1	i	6.8%	2.5%	1.2%	10.3%	3.8%	3.5%	-5.6%	0.8
4	Cc1ccc(-n2nc3c(c2NC(=O)c2ccc4c(c2)OCO4)CS(=O)(=O)C3)cc1C	i	-26.3%	0.5%	-1.4%	7.3%	-5.9%	-1.2%	-6.2%	1.2
5	COc1ccccc1CN1CC(C(=O)NCC2CCCO2)CC1=O (stereo not given)	i	4.8%	0.0%	-2.9%	11.1%	1.1%	-4.5%	1.7%	1.0
6	Cc1cccc(NC(=O)Cn2cc(C(=O)c3ccco3)c3ccccc32)c1C	nt	20.6µM*	4.4%	nt	-12.9%	?	-22.4%	-29.0%	nt
7	Cc1ccc(OCCSc2ncnc3nc[nH]c23)cc1	i	9.6%	4.2%	-2.2%	2.0%	0.0%	-1.2%	-8.5%	-1.7
8	COc1ccccc1CNS(=O)(=O)c1cc2c3c(c1)CCN3C(=O)CC2	i	-9.5%	-0.3%&0.6%	-0.8%	6.4%&-22.7%	?	-4.1%&-2.7%	-4.2%&-12.1%	-3.1
9	COc1ccc(C(C)=O)cc1CC(=O)Nc1cccc(S(=O)(=O)N2CCOCC2)c1	i	-27.1%	0.1%	-5.0%	-7.6%	-1.7%	1.5%	-11.4%	1.2
10	Cc1ccc(NC(=O)c2ccc3c(c2)OCCO3)cc1C	i	nt	-1.5%	-1.0%	-19.3%	-3.8%	-20.6%	-28.3%	-2.5
11	C=CCN1C(=O)c2ccc(C(=O)N(C)CC(=O)Nc3ccc(Br)cc3C)cc2C1=O	i	?	-0.1%	2.9%	4.2%	2.9%	3.6%	8.6%	1.0
12	Cc1ccc(NC(=O)c2oc3ccc(S(=O)(=O)N4CCCCCC4)cc3c2C)c(C)c1	nt	nt	0.4%	nt	-23.7%	1.7%	14.7%	-0.4%	nt
13	CCOc1ccc(S(=O)(=O)Nc2cccc(C(=O)NCC3CCCO3)c2)cc1 (stereo not given)	i	?	2.1%	2.4%	-2.7%	-6.8%	-9.2%	-9.8%	-1.8
14	O=c1c2ccccc2c(C=NCCO)c(O)n1-c1ccccc1	i	-10.9%	-0.2%	1.1%	-4.5%	1.9%	-3.5%	-3.7%	2.2
15	CC(C)CCNC(=O)CN1C(=O)CCn2nc(-c3cn(C)c4ccccc34)cc21	nt	nt	-0.7%	nt	-5.2%	-18.7%	14.5%	-4.9%	nt
16	Cc1ccc(S(=O)(=O)NCCC(=O)N2CC(C)OC(C)C2)cc1 (stereo not given)	i	?	-0.5%	0.5%	-1.6%	11.2%	-1.5%	10.3%	-1.9
17	CN(CC(=O)Nc1cccc(F)c1)CC(=O)Nc1cccc2ccccc12	i	-8.1%	0.1%	1.2%	5.7%	-17.4%	1.9%	-14.6%	1.5
18	COc1ccc(C2(C(=O)NC(C)C)CCCC2)cc1OC	i	2.8%	-0.4%	0.2%	5.1%	1.0%	3.2%	0.6%	-1.8
19	NC(=S)N/N=C/c1ccccc1OCCSc1ccc(Cl)cc1	i	?	-0.6%	1.1%	?	-21.1%	-11.2%	-61.1%	-2.1
20	Cc1ccc(-c2ccnc3c(Cl)c(C)nn23)cc1	i	4.4%	0.3%	-1.0%	-19.4%	4.7%	-5.5%	-7.6%	1.0

21	O=C(N/N=C/c1cccs1)C1COc2ccccc2O1 (stereo not given)
22	COc1ccc(N2C(=O)C(F)(F)C2c2ccc(C)cc2)cc1OC (stereo not given)
23	O=C(NN1CCOCC1)c1ccc(F)cc1
24	COCC(=O)Nc1ccc(OCc2ccccc2)cc1
25	Cc1cccc(-n2nnc(C(=O)NCc3ccccn3)c2N)c1
26	COc1ccc(Cl)cc1NC(=O)CN(C)C(=O)COc1ccccc1F
27	N#C/C(=N\Nc1cccc(F)c1)C(=N)N1CCCCCC1
28	O=C(NCC1CCCO1)c1nc2c(nnn2Cc2ccccc2Cl)c(=O)[nH]1 (stereo not given)

| compound no. | 21 | 22 | 23 | 24 | 25 | 26 | 27 | 28 |
| --- | --- | --- | --- | --- | --- | --- | --- | --- |
| Akt phos inh | i | i | i | i | i | i | i | i |
| Nrf2 inh | -2.2% | 0.6% | 26.5% | 25.9% | 9.3% | 3.8% | ? | -8.2% |
| Nrf2 ARE act | 3.9% | -0.2% | 0.2% | 2.9% | -0.2% | -1.4% | 0.2% | 0.3% |
| MmCpn inh | -1.2% | 1.6% | -0.1% | -0.3% | 2.5% | 1.2% | -0.5% | 2.3% |
| Abeta yeast res | 3.5% | 13.0% | 3.2% | 1.4% | 8.7% | -4.9% | 9.1% | 3.1% |
| TGFb inhibitor | 4.0% | 3.8% | -7.1% | -8.2% | 3.3% | -0.5% | -20.1% | -1.2% |
| A549 tox | 0.5% | -1.5% | 2.0% | 1.8% | 0.1% | 1.2% | -23.7% | -1.4% |
| HepG2 tox | -4.0% | -1.9% | -1.8% | -18.0% | -8.0% | 8.2% | -48.1% | -0.6% |
| CCT chaperon mod | -2.2 | 2.6 | -2.8 | -2.7 | -1.0 | 3.1 | 0.3 | -1.8 |

29	COc1cccc(C(=O)Nc2cc(S(=O)(=O)N3CCOCC3)ccc2N2CCOCC2)c1
30	COc1ccccc1-c1ccc(SCC(=O)NCCc2ccccc2)nn1
31	O=C(Nc1ccc(N2CCN(C(=O)c3ccccc3)CC2)c(Cl)c1)c1ncn[nH]1
32	COc1ccc(NS(=O)(=O)c2ccc(NC(=O)c3ccc(Br)cc3)cc2)nn1
33	CSc1ccccc1NC(=O)C1=CC(c2ccc3c(c2)OCO3)=NS(=O)(=O)N1C
34	Cc1ccc(NC(=O)C2CCC(=O)N2C(=O)OCc2ccccc2)cc1 (stereo not given)
35	CCOC(=O)CC1OC(=O)c2cc3c(cc21)C(=O)OC3CC(=O)OCC (stereo not given)
36	Cc1nc(NC(=O)CCCC(=O)Nc2nc(C)c(C)s2)sc1C

| compound no. | 29 | 30 | 31 | 32 | 33 | 34 | 35 | 36 |
| --- | --- | --- | --- | --- | --- | --- | --- | --- |
| Akt phos inh | i | i | i | i | nt | i | i | i |
| Nrf2 inh | -0.8% | -2.3% | ? | 20.6µM* | 0.4% | 8.8% | -3.8% | 0.0% |
| Nrf2 ARE act | -0.4% | 0.4% | 0.1% | 4.6% | 3.8% | 0.1% | 0.0% | 0.1% |
| MmCpn inh | nt | -3.4% | -0.3% | -2.1% | nt | -1.0% | -0.6% | 1.2% |
| Abeta yeast res | 2.4% | 5.4% | -15.7% | -3.3% | -26.4% | 5.0% | 0.2% | -2.0% |
| TGFb inhibitor | -2.0% | 0.6% | -8.8% | -15.1% | -9.8% | -4.0% | 5.4% | -5.6% |
| A549 tox | 0.3% | 1.9% | 1.3% | -4.4% | 7.1% | 2.9% | -2.2% | ? |
| HepG2 tox | -2.2% | -6.0% | -6.7% | 1.1% | -9.2% | -11.5% | 6.9% | -21.8% |
| CCT chaperon mod | -4.3 | -9.2 | -0.3 | -2.3 | nt | -5.4 | -3.2 | 1.2 |

37	O=C(COC(=O)/C=C/c1ccc(OC(F)F)cc1)NC1CCCC1
38	COCCNC(=O)Nc1cc(C(=O)NCc2ccc(C(C)C)cc2)ccc1N1CCCC1
39	CCC(=O)NC(=S)Nc1ccc(NC(=O)c2ccc([N+](=O)[O-])cc2Cl)cc1
40	CCOCCCNC(=O)CN1CCN(Cc2ccc(Cl)cc2)C1=O
41	COc1ccc(C2C(=O)c3ccccc3C2=O)cc1OC
42	O=C(NCc1ccccc1Cl)c1ccc(CS(=O)(=O)c2ccc(Br)cc2)o1

| compound no. | 37 | 38 | 39 | 40 | 41 | 42 |
| --- | --- | --- | --- | --- | --- | --- |
| Akt phos inh | i | nt | i | i | i | nt |
| Nrf2 inh | -3.7% | nt | 4.7% | 3.9% | ? | 23.1µM* |
| Nrf2 ARE act | 1.0% | 7.2% | -0.5% | -0.2% | 3.4% | 5.9% |
| MmCpn inh | -0.6% | nt | -0.4% | 0.2% | -0.8% | nt |
| Abeta yeast res | 0.0% | 7.1% | ? | -1.8% | 0.3% | nt |
| TGFb inhibitor | 16.1% | 0.0% | 3.5% | ? | 19.0% | ? |
| A549 tox | 10.6% | 5.9% | 4.7% | -4.8% | -6.8% | ? |
| HepG2 tox | -42.9% | -6.4% | -1.4% | 8.7% | 3.3% | -21.8% |
| CCT chaperon mod | -117.1* | nt | 0.5 | 0.3 | -2.1 | nt |

Sorted by molar mass (high to low): 3 of the compounds above
42	O=C(NCc1ccccc1Cl)c1ccc(CS(=O)(=O)c2ccc(Br)cc2)o1
40	CCOCCCNC(=O)CN1CCN(Cc2ccc(Cl)cc2)C1=O
37	O=C(COC(=O)/C=C/c1ccc(OC(F)F)cc1)NC1CCCC1

| compound no. | 42 | 40 | 37 |
| --- | --- | --- | --- |
| Akt phos inh | nt | i | i |
| Nrf2 inh | 23.1µM* | 3.9% | -3.7% |
| Nrf2 ARE act | 5.9% | -0.2% | 1.0% |
| MmCpn inh | nt | 0.2% | -0.6% |
| Abeta yeast res | nt | -1.8% | 0.0% |
| TGFb inhibitor | ? | ? | 16.1% |
| A549 tox | ? | -4.8% | 10.6% |
| HepG2 tox | -21.8% | 8.7% | -42.9% |
| CCT chaperon mod | nt | 0.3 | -117.1* |
